# Source: PubChem BioAssay
# UDG counter: Primary qHTS assay for inhibitors of Activation Induced Cytidine Deaminase (AID): UDG Counterscreen signal | Uracil-DNA glycosylase | AID 1347430, 2020 | Potency, µM (doses to about 115 µM), for the others: at the top dose activity change, negative = inhibition, actives largely listed as inhibitors | FRET deamination/UDG coupled assay, UDG read, 4 h | hit rate 0.14% among 91,000; note: nearly all actives have a fitted effect of over 65% in size
# AID inhibitor: Primary qHTS assay for inhibitors of Activation Induced Cytidine Deaminase (AID): AID signal | Potency, µM (doses to about 115 µM), inactives show at the highest dose activity change, negative = inhibition, usual class: inhibitors | Single-stranded DNA cytosine deaminase (Homo sapiens), Q9GZX7 | hit rate 0.32% among 91,000 | AID deamination FRET fluorescence, UDG-coupled, 4 h; note: nearly all actives have a fitted effect of over 25% in size
# Target sequence (Q9GZX7 whole entry, looked up): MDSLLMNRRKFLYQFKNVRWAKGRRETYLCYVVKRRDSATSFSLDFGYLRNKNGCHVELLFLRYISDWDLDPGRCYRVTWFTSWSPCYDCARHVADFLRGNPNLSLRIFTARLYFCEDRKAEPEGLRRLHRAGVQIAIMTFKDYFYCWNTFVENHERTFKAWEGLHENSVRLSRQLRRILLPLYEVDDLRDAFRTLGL
# Active calls of the source: *; [ ] = dose if it differs, or a comment. Calls come from the whole dose curve; as a rule, active = well fitted curve in the direction sought with a large enough effect; inconclusive = small, poorly fitted or top-dose-only effect, or another doubt; inactive = no such curve, though single readings can be large; an effect the other way counts as inactive or inconclusive. % is set by controls: 0 for no effect and ±100 for the full control effect; potency is the fitted concentration of half-maximal effect. Some of the compounds tested; the hit share may differ from the screen's.
SMILES,UDG counter,AID inhibitor
COc1ccc(CNC(=O)Nc2ccc3c(c2)N(C)C(=O)c2ccccc2S3)cc1OC,3.6%[57.5 µM],89.1µM*
O=C(CCc1c[nH]c2ccccc12)N1CCN(CC(=O)N2CCCC2)CC1,10.8%,5.3%
NC(N)=NC(=O)Cc1c(Cl)cccc1Cl,0.8%,4.7%
Cc1ccc(Nc2nc3ccccc3c3nnc(C)n23)c(C)c1,0.5%,3.2%
O=C(O)COCc1ccccc1Cl,7.5%,17.5%
Cc1ccc(NC(=O)Cn2c(=O)n(CCC(=O)N3CCc4ccccc4C3)c(=O)c3ccccc32)c(C)c1,-4.7%,48.6%[activator]
Cc1cccc2nc(-c3ccccn3)c(Nc3ccccc3)n12,-2.5%,-19.2%
Cc1ccccc1Cc1c(C)nc2c(-c3ccccc3)c(C)[nH]n2c1=O,-3.2%,4.7%
COc1ccc(OCC(=O)Nc2cc(-c3nc4ccccc4s3)ccc2C)cc1,3.0%,-6.0%
COc1ccccc1OCCNCC(O)COc1cccc2[nH]c3ccccc3c12 (configuration not stated),-10.7%,-13.0%
Cc1ccccc1C(=O)Nc1cccc(-c2nc3cccnc3s2)c1,-2.2%[57.5 µM],7.0%
Cc1cccc(NC(c2ccccc2F)c2ccc3ccc(C)nc3c2O)n1 (configuration not stated),4.9%,12.1%
CCCCC1C(=O)N(c2ccccc2)N(c2ccccc2)C1=O,0.1%,-13.2%
Cc1ccnc(NC(c2cccc(O)c2)c2ccc3ccc(C)nc3c2O)c1 (configuration not stated),-4.2%,45.6%[activator]
CCOc1ccc(NC(=O)Cn2cc(C(=O)c3cccs3)c3ccccc32)cc1,2.9%,26.6%
Nc1c2c(nc3ccccc13)CCCC2O (configuration not stated),1.6%,0.2%
CCC(Sc1nc2ccccc2c2nc(CCn3cncc3C)nn12)C(=O)Nc1cccc(OC)c1 (configuration not stated),39.8%[activator],-20.9%
C/C(=N\NC(=O)c1cccc(C)c1)C1CC1,-2.5%,-2.8%
CC(=O)O[C@H]1Cc2ccccc2N(C(N)=O)c2ccccc21,6.3%,11.0%

# Entries listed so far containing a halogen (3):
SMILES,UDG counter,AID inhibitor
NC(N)=NC(=O)Cc1c(Cl)cccc1Cl,0.8%,4.7%
O=C(O)COCc1ccccc1Cl,7.5%,17.5%
Cc1cccc(NC(c2ccccc2F)c2ccc3ccc(C)nc3c2O)n1 (configuration not stated),4.9%,12.1%

# Complete entries, looked up by structure. Values in the order: UDG counter | AID inhibitor
# Nc1c2c(nc3ccccc13)CCCC2O (configuration not stated) across the screens: 1.6% | 0.2%
# Cc1ccc(NC(=O)Cn2c(=O)n(CCC(=O)N3CCc4ccccc4C3)c(=O)c3ccccc32)c(C)c1 across the screens: -4.7% | 48.6%[activator]
# COc1ccc(OCC(=O)Nc2cc(-c3nc4ccccc4s3)ccc2C)cc1 across the screens: 3.0% | -6.0%

# As entered above:
# Cc1ccccc1Cc1c(C)nc2c(-c3ccccc3)c(C)[nH]n2c1=O – AID inhibitor: 4.7%
# COc1ccc(CNC(=O)Nc2ccc3c(c2)N(C)C(=O)c2ccccc2S3)cc1OC – UDG counter: 3.6%[57.5 µM]
